Screening results as filed in PubChem.
KAT2A inh: GCN5L2 (KAT2A) acetyltransferase inhibition | GCN5L2 HAT assay, ThioGlo1 CoA-SH fluorescence | Potency, µM (titrated, usually from 58.9 µM), for inactives: at the top dose activity change, negative = inhibition, usual class: inhibitors | 0.21% of 390,000 active
Target sequence (Q92830 whole entry, looked up): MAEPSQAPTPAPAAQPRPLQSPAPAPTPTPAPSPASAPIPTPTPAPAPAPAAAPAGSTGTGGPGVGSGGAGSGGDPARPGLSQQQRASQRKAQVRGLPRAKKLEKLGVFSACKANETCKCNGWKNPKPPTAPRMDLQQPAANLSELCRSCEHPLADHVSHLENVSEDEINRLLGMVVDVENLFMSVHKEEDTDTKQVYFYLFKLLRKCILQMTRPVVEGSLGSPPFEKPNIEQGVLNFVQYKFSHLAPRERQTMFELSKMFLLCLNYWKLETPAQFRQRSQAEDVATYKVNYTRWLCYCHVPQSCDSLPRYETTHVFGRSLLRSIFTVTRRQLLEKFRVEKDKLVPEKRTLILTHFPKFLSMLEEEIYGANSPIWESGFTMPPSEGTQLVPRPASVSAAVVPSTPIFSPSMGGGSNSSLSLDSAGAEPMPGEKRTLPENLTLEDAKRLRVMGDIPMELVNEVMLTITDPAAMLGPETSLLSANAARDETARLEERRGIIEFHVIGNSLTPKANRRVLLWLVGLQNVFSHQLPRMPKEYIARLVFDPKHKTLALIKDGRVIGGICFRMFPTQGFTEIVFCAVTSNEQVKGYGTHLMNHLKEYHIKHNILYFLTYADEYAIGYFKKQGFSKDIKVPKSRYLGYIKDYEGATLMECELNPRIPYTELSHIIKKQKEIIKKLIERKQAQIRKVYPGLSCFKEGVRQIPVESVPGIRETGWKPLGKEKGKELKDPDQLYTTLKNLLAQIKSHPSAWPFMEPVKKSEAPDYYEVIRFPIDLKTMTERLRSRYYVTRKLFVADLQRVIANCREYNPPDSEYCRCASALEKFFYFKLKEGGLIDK
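GCN5L2 (20 nM) in 50mM HEPES pH 7.5, 0.1mM EDTA, 0.01% Tween-20 preincubated 15 min with compounds at room temperature. Reaction started with H3(1-25) 75uM, acetyl-CoA 70uM, ThioGlo1 50uM; CoA-thiol fluorescence (Ex340/Em540) read at 0 and 20 min.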
N370S GC mod: inhibits or activates N370S mutant glucocerebrosidase; 0.092% of 330,000 active; AID 2101; N370S GC spleen homogenate, 4MU-glucoside fluorescence; Potency, µM (doses to about 59.4 µM), without a hit: top-dose activity change, negative = inhibition, usual class: inhibitors;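 note: 0% = full enzyme activity and -100% = no enzyme basal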
FEN1 inhibitor: human FEN1 inhibition; Recombinant FEN1 flap cleavage, fluorescence, 15 min; 0.35% of 390,000 active; Potency, µM (series often up to 114 µM), without a hit: at the top dose activity change, negative = inhibition, hits mostly inhibitors; note: nearly all actives have a fitted effect of over 65% in size
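Reaction started by adding substrate (50 nM final) to 10 nM enzyme after 15 min room-temperature compound preincubation. Reads at 0 and 15 min, with data normalized and fitted to a four-parameter Hill equation.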
* = called active by the depositor; ? = inconclusive; . = no result given; & = joins results of further samples; [ ] = remark or other dose. Calls come from the whole dose curve; as a rule, active = well fitted curve in the direction sought with a large enough effect; inconclusive = small, poorly fitted or top-dose-only effect, or another doubt; inactive = no such curve, though single readings can be large; an effect the other way counts as inactive or inconclusive. Unless noted, % is set by controls: 0 for no effect and ±100 for the full control effect; potency is the fitted concentration of half-maximal effect. Not all compounds are listed; count on the stated rates, not on these rows.

SMILES	KAT2A inh	N370S GC mod	FEN1 inhibitor
Cc1ccc(N(C(=O)c2cc3ccccc3oc2=O)C2C=CS(=O)(=O)C2)cc1 (stereo not drawn)	-6%	-5%	-2%
COCCN(C(=O)c1oc2ccccc2c1COC)c1c(N)n(CC(C)C)c(=O)[nH]c1=O	0%	.	-1%
S=c1nc(-c2ccccc2)n(Cc2ccco2)c2c1CCCC2	-9%	11%	.
Cc1ccc(S(=O)(=O)n2nc(C)c(S(=O)(=O)N3CCC(C)CC3)c2C)cc1	2%	.	-2%
COC(=O)c1ccc(C23CC4(C2)[C@H](CN(Cc2cccnc2)[C@@H]4c2ccccc2)C3c2ccccc2)cc1 (stereo partly drawn)	-13%	-15%&-14%	-18%
COc1ccccc1NC(=O)C(C)OC(=O)CCNS(=O)(=O)c1ccc(C)c(C)c1 (stereo not drawn)	-10%	-14%	-4%
CC(C)ON(C(C(=O)NO)C(C)C)S(=O)(=O)c1ccc(-c2ccccc2)cc1 (stereo not drawn)	14%	-7%	.
N#Cc1cccc(C#N)c1N1CCC(C#N)CC1	-6%	-10%	-9%
O=C(CNCC1CCCCC1)Nc1ccc(OC(F)(F)F)cc1	-7%	-10%	-26%
CC(C)CCn1c(CN(C)Cc2ccccc2)nc2c1c(=O)n(C)c(=O)n2C	-1%	-1%	3%
Cc1cc(N2CCC(C(=O)NC3CCCCC3)CC2)nc(-c2ccccc2)n1	3%	-3%	0%
NS(=O)(=O)c1ccc(CCNC(=O)C2CCCN2C(=O)OCc2ccccc2)cc1 (stereo not drawn)	-8%	20%	-6%
CC(C)[C@H](NC(=O)[C@@H]1Cc2ccccc2CN1C(=O)OC(C)(C)C)C(=O)NCC1CCC(C(=O)O)CC1 (stereo partly drawn)	-7%	4%	2%
CCn1c(N2CCN(CC(=O)c3ccc(OC)cc3)CC2)nc2ccccc21	-4%	6%	-1%
O=c1ccc(-c2ccc(S(=O)(=O)N3CCN(c4ccccc4)CC3)o2)n[nH]1	-6%	-7%	-11%
COc1cc(NC(=O)CSc2nc(C)c(C)c(C)n2)cc(OC)c1	-4%	4%	-9%
CCc1cc(=O)n2[nH]c(C)c(-c3ccc(OC)cc3)c2n1	-20%	-9%	-2%
CC(=O)Nc1nnc(SCC(=O)c2ccc3c(c2)Cc2ccccc2-3)s1	-5%	3%	8%
O=c1c(-c2ccc(F)cc2)coc2c3c(ccc12)OCCO3	-3%	-7%	-4%
O=C1C=C(c2ccc(Cl)c(C(F)(F)F)c2)C[C@@H](c2ccc(F)cc2)C1	-15%	.	-25%
Cc1ccc(C(=O)N2CCc3cc4c(cc3C2C)OCCCO4)cc1 (stereo not drawn)	-9%	-9%	-18%
COc1ccc(-c2cn3cc(C(F)(F)F)cc(Cl)c3n2)cc1	0%	16%	6%
CCOC(=O)c1ccc(NC(=O)CN2CCN(Cc3ccccc3)CC2)cc1	-10%	2%	1%
O=C(Nc1ccc(N2CCCCC2)cc1)c1ccccn1	-7%	3%	-4%
Cc1cc(C(=O)NCC(=O)Nc2c(C)cccc2C)c2ccccc2n1	-3%	.	-10%
NC(=O)COC(=O)c1ccc2c(c1)S(=O)(=O)c1ccccc1C2=O	0%	-5%	-7%
O=c1c2c3c(sc2ncn1/N=C/c1ccccc1)CCCC3	4%	-4%	-8%
CCOc1ccccc1N=C1SC(CC(=O)Nc2ccc(OC)cc2OC)C(=O)N1CCC1=CCCCC1 (stereo not drawn)	-12%	23%	-19%
Brc1ccc(Nc2c3c(nc4nncn24)CCC3)cc1	2%	.	-8%
COc1ccc(N2CCN(C(=O)c3nc(SC)ncc3Cl)CC2)cc1	-2%	.	-5%
CCc1nn2c(=O)cc(COC(=O)c3cccc(NC(=O)COc4ccccc4)c3)nc2s1	0%	.	4%
COC(=O)Cc1nnc(SCC(=O)Nc2ccccc2)c2ccccc12	?	2%	17%
COc1ccc(C)cc1-n1nnnc1SCn1nnc2ccccc2c1=O	0%	6%	8%
CCOC(=O)/C(N=Nc1cc(C(=O)O)cc(C(=O)O)c1)=C(\O)CCl	-5%	5%	-2%
Cc1cccc(N2CC(C(=O)Nc3nnc(SCc4ccccn4)s3)CC2=O)c1 (stereo not drawn)	-24%	3%	7%
CCN(CC)C(=O)c1[nH]cnc1C(=O)Nc1cccc(C)c1	3%	.	3%
COc1ccc(C)cc1NC(=S)NNC(=O)c1c(Br)cnn1C	-20%	6%	1%
COc1ccc(Nc2nc(N3CCCCC3)nc3ccccc23)c(OC)c1	-8%	-15%[12.8 µM]	?
COc1ccc(CN2C(=NC(=O)COc3ccccc3)SC3CS(=O)(=O)CC32)cc1 (stereo not drawn)	3%	14%	-1%
CCCCn1c(=O)nc2n(-c3ccc(OC)cc3)c3ccccc3cc-2c1=O	-3%	16%	1%
N#CCCn1cc(C(=O)N2CCOCC2)c(-c2ccc3c(c2)OCCO3)n1	-6%	5%	14%
Cc1cccc(C(=O)Nc2nsc(N)n2)c1	0%	-14%	2%
COc1ccc2c(c1)C(=NNc1ccc(C(=O)O)cc1)c1cc(OC)ccc1-2	?	-4%	?
COC(=O)c1sccc1NC(=O)c1ccnn1C	-30%	-14%	-7%
CN(CCCC(=O)NC1CC(C)(C)NC(C)(C)C1)S(=O)(=O)c1ccc([N+](=O)[O-])cc1	-19%	-18%	-1%
CC(C)(C)NCCOCCOc1ccc(Cl)cc1C(C)(C)C	0%	-6%	-1%
Cc1cc(C)nc(NS(=O)(=O)c2ccc(NC(=O)c3cccc(N4C(=O)CCC4=O)c3)cc2)n1	-5%	-4%	5%
COc1ccc2cc(CN(CCc3ccccc3)Cc3nnnn3CC3CCCO3)c(=O)[nH]c2c1 (stereo not drawn)	?	5%	-11%
COc1ccc(NC(=O)OCCn2c([N+](=O)[O-])cnc2C)cc1	2%	-3%	7%
CC(=O)Nc1sc2c(c1C(c1cccc(F)c1)N1CCN(CCO)CC1)CCCC2 (stereo not drawn)	-1%	?	-9%
CC(C)(C)c1csc(NC(=O)Cc2ccc(S(=O)(=O)N3CCOCC3)s2)n1	-7%	-1%	-10%
Cc1nc2c(C)cccc2cc1C(=O)N/N=C/c1cccc([N+](=O)[O-])c1	-1%	7%	5%
COc1ccc(-c2nc3c4ccccc4ccn3c2CN2CCCCC2)cc1	-11%	-4%	6%
COc1ccc(N2CCN(C(=O)c3ccc(C)c(NC(=O)c4ccco4)c3)CC2)cc1	-6%	-11%	7%
COc1cccc(CNC(=O)c2nnn(-c3ccc(OC(F)(F)F)cc3)c2N)c1	-5%	0%	-6%
COC(=O)C(C(=O)NCC1CCCO1)C1CCCCCC1 (stereo not drawn)	-5%	2%	-3%
COc1cccc(-c2cnc(OC(C)(C)C)nc2OC(C)(C)C)c1	-2%[0.501 µM]	3%	12%
COc1ccc(-c2cccc(C3CC=CC4C3C(=O)N(Cc3ccccc3)C4c3ccc(C(F)(F)F)cc3)c2)cc1 (stereo not drawn)	30%	-2%&9%	12%&-7%
O=C(Cc1cn2ccsc2n1)OCc1nc2ccccc2s1	-1%	-6%	9%
Cc1ccc2cc(CN(Cc3cccs3)C(=O)c3ccco3)c3nnnn3c2c1C	-3%	?	.

(further entries)
SMILES	KAT2A inh	N370S GC mod	FEN1 inhibitor
CCOC(=O)C1(C(=O)O)NC(=O)CC1c1ccccc1 (stereo not drawn)	-13%	4%	-1%
C=CC[C@@H](CC(=O)N[C@H](CO)Cc1ccccc1)C(=O)N[C@H](COC(=O)[C@@H](CC=C)CC(=O)OC(C)(C)C)Cc1ccccc1	-5%	.	28%
COc1ccc(NC(=O)CN(C)C(=O)c2cn(-c3ccccc3)nc2-c2ccc(OC)cc2)cc1	-4%	.	-3%
COc1ccc(NC(=O)COC(=O)c2n[nH]c3ccccc23)c(OC)c1	0%	.	16%
COc1ccc(C2CCCN2C(=S)Nc2cccc(C)c2)cc1OC (stereo not drawn)	-1%	-6%	11%
CC(C)C(=O)Nc1c(-c2cccc(Cl)c2)c(=O)c2ccccc2n1C	31%	-9%	-15%
O=c1c(CN2CCN(Cc3ccccc3F)C(CCO)C2)coc2ccccc12 (stereo not drawn)	-4%	0%	3%
CC(=O)Nc1ccc(C23CC4CC(CC(C4)C2)C3)cc1	-3%	17%	-19%
N=c1c2c(-c3ccccc3)c(-c3ccccc3)oc2ncn1CCCN1CCOCC1	1%	5%[2.35 µM]	-1%
COCCn1c(=O)[nH]c2cc(C(=O)N3CCN(c4ccccc4)CC3)ccc2c1=O	-2%&-2%	-4%	0%&-16%
Cc1cc2nc3c(=O)[nH]c(=O)nc-3n(CC(O)C(O)C(O)COP(=O)(O)O)c2cc1C (stereo not drawn)	?	-9%	.
Cc1cc(NC(=O)Nc2ccc(Cl)cc2)n(C)n1	4%	-10%	-4%
COc1ccc(-c2nn(-c3ccccc3)cc2CNC(=O)c2cccc([N+](=O)[O-])c2)cc1	-5%	19%	6%
CS(=O)(=O)N(CC(=O)NCCSCc1ccco1)c1ccc2c(c1)OCO2	2%	5%	15%
CC1CCCC(C)N1C(=O)CSCc1ccc(Cl)cc1 (stereo not drawn)	1%	10%	-14%
CC(=O)Nc1ccc(S(=O)(=O)N2CCc3cc4c(cc3C2C)OCCCO4)cc1 (stereo not drawn)	-3%	-10%	-18%
CC(=O)OCC1=C(C(=O)O)N2C(=O)C(NC(=O)Cc3ccccc3)C2SC1 (stereo not drawn)	-3%	.	6%
CN(C)c1nc(-c2ccccc2)c2cnn(Cc3ccccc3)c2n1	-10%	?	-11%
COCCn1c(SCC(=O)N2CCCc3ccccc32)nc2c(c1=O)SC(C)C2 (stereo not drawn)	-2%	10%	-18%
COc1ccc(-n2nc(C(=O)NCC(=O)N3CCN(Cc4ccccc4)CC3)c3ccccc3c2=O)cc1	-25%	3%	0%
O=c1[nH]c(/C=C\c2ccc(O)c(Cl)c2)nc(O)c1[N+](=O)[O-]	8%	-5%	0%
Cc1ccc(S(=O)(=O)N2CCC(c3nc4c(nnn4Cc4ccccc4)c(=O)[nH]3)CC2)cc1	-3%	2%	-14%
C/C(=N/NC(=O)Cn1nc2ccccc2n1)c1ccc(F)cc1	-1%	16%	14%
O=C(NCC(c1ccc(F)cc1)N1CCOCC1)c1nn(-c2ccccc2)c(=O)c2ccccc12 (stereo not drawn)	-4%	.	-2%
Clc1ccc(N=C2SCC3CCCCN23)cc1 (stereo not drawn)	-9%	-2%	-17%
CCCOC(=O)c1c(N)sc2c1CCC2	-5%	7%	-9%
Cc1cc(C(=O)OCC(=O)NC(C)(C)C)c2ccccc2n1	1%	-24%	-12%

Whole records, looked up by structure. Order of screens: KAT2A inh	N370S GC mod	FEN1 inhibitor
Cc1ccc(S(=O)(=O)N2CCC(c3nc4c(nnn4Cc4ccccc4)c(=O)[nH]3)CC2)cc1 reads -3%	2%	-14%
COc1ccc(-n2nc(C(=O)NCC(=O)N3CCN(Cc4ccccc4)CC3)c3ccccc3c2=O)cc1 reads -25%	3%	0%

An excerpt from above in order of molar mass, smallest number first.
SMILES	KAT2A inh	N370S GC mod	FEN1 inhibitor
CCCOC(=O)c1c(N)sc2c1CCC2	-5%	7%	-9%
Clc1ccc(N=C2SCC3CCCCN23)cc1 (stereo not drawn)	-9%	-2%	-17%
Cc1cc(C(=O)OCC(=O)NC(C)(C)C)c2ccccc2n1	1%	-24%	-12%
O=c1[nH]c(/C=C\c2ccc(O)c(Cl)c2)nc(O)c1[N+](=O)[O-]	8%	-5%	0%
C/C(=N/NC(=O)Cn1nc2ccccc2n1)c1ccc(F)cc1	-1%	16%	14%
CC1CCCC(C)N1C(=O)CSCc1ccc(Cl)cc1 (stereo not drawn)	1%	10%	-14%
CN(C)c1nc(-c2ccccc2)c2cnn(Cc3ccccc3)c2n1	-10%	?	-11%
CC(C)C(=O)Nc1c(-c2cccc(Cl)c2)c(=O)c2ccccc2n1C	31%	-9%	-15%
CC(=O)OCC1=C(C(=O)O)N2C(=O)C(NC(=O)Cc3ccccc3)C2SC1 (stereo not drawn)	-3%	.	6%
O=c1c(CN2CCN(Cc3ccccc3F)C(CCO)C2)coc2ccccc12 (stereo not drawn)	-4%	0%	3%
COCCn1c(=O)[nH]c2cc(C(=O)N3CCN(c4ccccc4)CC3)ccc2c1=O	-2%&-2%	-4%	0%&-16%
CS(=O)(=O)N(CC(=O)NCCSCc1ccco1)c1ccc2c(c1)OCO2	2%	5%	15%
N=c1c2c(-c3ccccc3)c(-c3ccccc3)oc2ncn1CCCN1CCOCC1	1%	5%[2.35 µM]	-1%
CC(=O)Nc1ccc(S(=O)(=O)N2CCc3cc4c(cc3C2C)OCCCO4)cc1 (stereo not drawn)	-3%	-10%	-18%
COc1ccc(-c2nn(-c3ccccc3)cc2CNC(=O)c2cccc([N+](=O)[O-])c2)cc1	-5%	19%	6%
COCCn1c(SCC(=O)N2CCCc3ccccc32)nc2c(c1=O)SC(C)C2 (stereo not drawn)	-2%	10%	-18%
Cc1cc2nc3c(=O)[nH]c(=O)nc-3n(CC(O)C(O)C(O)COP(=O)(O)O)c2cc1C (stereo not drawn)	?	-9%	.
Cc1ccc(S(=O)(=O)N2CCC(c3nc4c(nnn4Cc4ccccc4)c(=O)[nH]3)CC2)cc1	-3%	2%	-14%
COc1ccc(-n2nc(C(=O)NCC(=O)N3CCN(Cc4ccccc4)CC3)c3ccccc3c2=O)cc1	-25%	3%	0%
